Screening results (PubChem BioAssay)
HT1080NT lethal: qHTS for induction of synthetic lethality in tumor cells producing 2HG: qHTS for the HT-1080-NT fibrosarcoma cell line; hit rate 1.6% among 360,000; HT-1080-NT fibrosarcoma viability, CellTiter-Glo ATP luminescence, 48 h; Potency, µM (series often up to 46.1 µM), without a hit: top-dose activity, negative = less viability, actives largely listed as cytotoxic; AID 686970, 2013;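 further: NT is the 2HG producing partner of a matched IDH1 knockdown line; potency means the concentration at half of the fitted maximal effect; 0% = DMSO-treated cells and -100% = media-only wells without cells; nearly all actives have a fitted effect of over 55% in size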
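Viability of the 2HG-overproducing fibrosarcoma line after 48 hours of compound exposure at 37 degrees C was determined by luminescence with CellTiter-Glo, and concentration-effect curves were then fitted and categorized.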
DRD3 agonist: qHTS of D3 Dopamine Receptor Agonist: qHTS | max activation, % | D3R DiscoveRx beta-arrestin cells, luminescence, 90 min | AID 652048, 2013 | hit rate 0.58% among 410,000 | D(3) dopamine receptor (Homo sapiens), P35462; in the data active means max activation above about 30%; further: 0% is about no effect; mostly tested at two doses, the higher about 12 µM
Target sequence (P35462 whole entry, looked up): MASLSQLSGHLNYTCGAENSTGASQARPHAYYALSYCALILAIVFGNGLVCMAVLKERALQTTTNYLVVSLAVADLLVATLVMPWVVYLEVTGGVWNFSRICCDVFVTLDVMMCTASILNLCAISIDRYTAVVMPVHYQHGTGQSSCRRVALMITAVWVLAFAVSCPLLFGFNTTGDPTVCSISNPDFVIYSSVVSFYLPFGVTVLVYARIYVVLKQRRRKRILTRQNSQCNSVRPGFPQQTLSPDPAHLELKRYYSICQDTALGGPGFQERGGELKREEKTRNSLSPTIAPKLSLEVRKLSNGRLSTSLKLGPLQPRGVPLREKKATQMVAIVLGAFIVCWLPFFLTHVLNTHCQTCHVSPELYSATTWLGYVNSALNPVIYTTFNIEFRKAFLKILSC
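Agonist mode: compounds and dopamine controls were applied to plated cells for 90 min at 37 degrees C after an overnight attachment at 1500 cells/well. Luminescent read-out followed 30 - 60 minutes at room temperature with DiscoveRx detection reagent.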
SW480 rerep: A quantitative high throughput screen for small molecules that induce DNA re-replication in SW480 colon adenocarcinoma cells; SW480 DNA re-replication, Hoechst DNA content imaging, 48 h; Potency, µM (series often up to 46.1 µM), inactives show at the highest dose re-replication activation, most hits filed as activators; hit rate 1.8% among 340,000; further: potency means the concentration at half of the fitted maximal effect; % of control where 0% means no effect; nearly all actives have a fitted effect of over 55% in size
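Treated cells incubate 48 hr (37 C, 5% CO2), are stained 40 min with Hoechst, and nuclear fluorescence is enumerated; a rise in nuclei with high DNA signal marks re-replication.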
KB-V1 cytotox: qHTS assay for MDR1-selective chemotherapeutics: Primary screen using the drug-selected MDR subline cells KB-V1. Potency, µM (doses to about 46.1 µM), without a hit: at the top dose activity change, negative = cytotoxicity, hits mostly cytotoxic. hit rate 3.4% among 400,000. KB-V1 MDR cells viability, CellTiter-Glo, 72 h. AID 1347076, 2019; further: potency means the concentration at half of the fitted maximal effect; on the % scale 0 is the no-effect control and ±100 the full control effect; nearly all actives have a fitted effect of over 60% in size
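KB-V1, DMEM (no phenol red) + 10% FBS; cpd pin-transferred, titration series; 72 h, 37 degrees C; CellTiter-Glo, luminescence. Data normalized, curve-fit.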
HEK293 tox: qHTS of GLP-1 Receptor Inverse Agonists: Cytotox Screen; HEK293 cAMP-luciferase reporter cells, luminescence, 24 h; Potency, µM (series often up to 38.3 µM), for inactives: at the top dose activity change, negative = inhibition, usual class: inhibitors; hit rate 0.13% among 410,000; AID 624418, 2012;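 further: loss of luciferase light is scored as toxicity; potency means the concentration at half of the fitted maximal effect; on the % scale 0 is the no-effect control and ±100 the full control effect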
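Cells in DMEM/10% Nu serum/1% pen-strep, 1536-well format. Pre-incubated 12 h, dosed with 23 nL compound, incubated a further 24 h. Luciferase detection, 12 min at room temp, luminescence.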
KB-3-1 cytotox: qHTS assay for MDR1-selective chemotherapeutics: Primary screen using the parental adenocarcinoma cell KB-3-1; KB-3-1 viability, CellTiter-Glo ATP luminescence, 72 h; Potency, µM (highest dose often 46.1 µM), for the others: at the highest dose activity change, negative = cytotoxic, actives largely listed as cytotoxic; hit rate 1.4% among 400,000; AID 1347075, 2019; further: potency means the concentration at half of the fitted maximal effect; on the % scale 0 is the no-effect control and ±100 the full control effect; nearly all actives have a fitted effect of over 60% in size
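Screening of KB-3-1 cells (DMEM, 10% FBS, phenol-red free) ran from lowest to highest compound concentration; after 72 h at 37 °C viability was read luminescently and curves fitted.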
HT1080 IDH1KD tx: qHTS for induction of synthetic lethality in tumor cells producing 2HG: qHTS for the HT-1080-IDH1KD cell line; AID 686971, 2013; hit rate 2% among 360,000; HT-1080 IDH1 knockdown viability, ATP luminescence, 48 h; Potency, µM (top dose mostly 46.1 µM), inactives show top-dose activity, negative = toxicity, usual class: cytotoxic;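 further: potency means the concentration at half of the fitted maximal effect; 0% = DMSO wells and -100% = cell-free medium wells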
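CellTiter-Glo luminescence after 48 h compound exposure at 37 degrees C of IDH1-knockdown HT-1080 cells in 5% FBS RPMI. %Activity scaled between DMSO wells and cell-free media wells, with curves fitted and assigned curve classes.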
MCF10A rereplic: A quantitative high throughput screen for small molecules that induce DNA re-replication in MCF 10a normal breast cells; AID 624296, 2012; Potency, µM (series often up to 46.1 µM), for the others: top-dose activity, positive = re-replication, actives largely listed as activators; MCF 10A DNA re-replication, Hoechst nuclear intensity, 48 h; hit rate 2.9% among 350,000; further: potency means the concentration at half of the fitted maximal effect; % of control where 0% means no effect; nearly all actives have a fitted effect of over 50% in size
IL-1B inflam inh: qHTS for Inhibitors of Inflammasome Signaling: IL-1-beta AlphaLISA Primary Screen; THP-1 LPS/ATP IL-1B secretion, AlphaLISA, 16 h; hits give low values; AID 743279, 2014; activity change, % at 57.5 µM; hit rate 4.7% among 360,000; in the data active means activity change below about -50%; inconclusive means mostly about -30% to -49%; further: on the % scale 0 is the no-effect control and ±100 the full control effect
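Secreted IL-1B measured by AlphaLISA bead assay after 16 h compound exposure of THP-1 cells; compounds (final up to 57.5 uM) added 1 h before LPS (250 ng/mL) and ATP (1.25 mM) stimulation; lower signal means less secretion.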
The depositor's hits bear a star; ? = inconclusive; / = not tested or not shown; [ ] = dose if it differs, or a comment. Unless noted, the call rests on the fitted dose curve; in most records, active means well fitted curve in the direction sought with a large enough effect; inconclusive means small, poorly fitted or top-dose-only effect, or another doubt; inactive means no such curve, though single readings can be large; an effect the other way counts as inactive or inconclusive. Not a hit list; overall some 11% were active at least once.

SMILES | HT1080NT lethal | DRD3 agonist | SW480 rerep | KB-V1 cytotox | HEK293 tox | KB-3-1 cytotox | HT1080 IDH1KD tx | MCF10A rereplic | IL-1B inflam inh
CCN(CC)S(=O)(=O)c1ccc2oc(SCc3ccc(F)cc3)nc2c1 | -15% | -7 | -3% | ? | -1% | ? | -17% | -2% | -6
COc1cccc(C(=O)OC(C)C(=O)NCC2CCCCC2)c1 (stereo unspecified) | 0% | -9 | -10% | -17% | 1% | -12% | 11% | 0% | 30
CC1(C)Cc2c(cnn2-c2ccccc2)C(NC(=O)CCc2ccc(=O)[nH]n2)C1 (stereo unspecified) | 1% | -3 | / | ? | 5% | 0% | 13% | / | 0
CCOc1ccc2oc(=O)cc(CN3CCN(Cc4ccccc4)CC3)c2c1 | ? | -20 | 3% | -4% | -3% | -10% | 12% | 31% | 1
CC(=O)Nc1cccc(-c2ccnc3c2CC(C(=O)Nc2cccc(Oc4ccccc4)c2)O3)c1 (stereo unspecified) | ? | 3 | / | ? | -11% | ? | ? | / | -8
Cc1onc(-c2ccccc2Cl)c1C(=O)NC(=S)NCC(=O)c1ccccc1 | 7% | -1 | -2% | 4% | -5% | 9% | 0% | 2% | 16
CC1CC(C)CN(S(=O)(=O)c2ccc(C(=O)OCC(=O)NCCN3C(=O)CSC3=O)cc2)C1 (stereo unspecified) | 0% | -12 | -3% | -1% | 5% | 4% | 7% | -1% | 53
COc1ccc(-c2nn(-c3ccccc3)cc2C(=O)OCC(=O)c2ccc(C)c([N+](=O)[O-])c2)cc1 | -17% | -2 | 1% | ? | 0% | 5% | ? | ? | 0
COCCN1C(=O)C(O)=C(C(=O)c2ccco2)C1c1cccc(Oc2ccccc2)c1 (stereo unspecified) | -19% | -11 | 16% | -18% | 14% | 1% | -26% | 1% | 9
CCN(C(=O)CSc1nc(-c2ccccc2)no1)c1cccc(C)c1 | / | 10 | / | -7% | -22% | 6.5µM* | / | / | /
O=C(c1ccc2snnc2c1)N1CCOCC1 | 8% | 6 | 3% | 11% | 9% | -8% | -3% | -3% | 13
Cc1nc2ccc(NC(=O)COc3ccccc3[N+](=O)[O-])cc2s1 | -5% | -2 | -50%[inhibitor] | -13% | 3% | -2% | -9% | -8% | -11
O=c1c2ccccc2nc(-c2ccc(Cl)cc2)n1C1CCS(=O)(=O)C1 (stereo unspecified) | -1% | -5 | -9% | -4% | 2% | -7% | -6% | -180%[0.0737 µM] | 6
O=C(NCc1ccco1)c1cccc(C(F)(F)F)c1 | 2% | 13 | 7% | 28% | -7% | 3% | -1% | 9% | -11
CC(OC(=O)Cc1ccc(Br)cc1)C(=O)NC1CCCCC1C (stereo unspecified) | -2% | -4 | -6% | -18% | 14% | 21% | 0% | -2% | 4
Cc1ccc(C)c(N(CC(=O)Nc2ccc(-c3nc4ccc(C)cc4s3)cc2)S(C)(=O)=O)c1 | -11% | -3 | ? | ? | 2% | -8% | -25% | ? | -2
CCOc1ccc(C(=O)NC(=S)Nc2cc(C)ccn2)cc1[N+](=O)[O-] | 1% | 2 | -1% | -1% | 5% | -18% | 1% | -4% | -25
COC(=O)[C@H](CC(C)C)NC(=O)NCCC1=CCCCC1 | 11% | -13 | -8% | -20% | ? | ? | 16% | -2% | /
COc1cccc(CNC(=O)CCN2C(=O)[C@@H]3Cc4ccccc4CN3C2=O)c1 | -3% | -13 | 8% | -5% | -3% | -4% | -2% | -1% | ?
O=C(CN1CCCC1)Nc1cc(F)ccc1F | 6% | -23 | 3% | 0% | 1% | 14% | 1% | ? | 11
CCCc1cc(=O)oc2cc(OC(C)C(=O)NC3CC(C)(C)NC(C)(C)C3)ccc12 (stereo unspecified) | -14% | -4 | -1% | ? | 5% | 4% | -2% | 17% | -6
O=C(O)C1CC=CCC1C(=O)Nc1ccc(Oc2ccc(Cl)cc2)cc1 (stereo unspecified) | 0% | -3 | -40%[inhibitor] | -36% | -8% | -3% | -2% | 1% | 6
Cc1ccc(CNc2ncnc3c2cnn3-c2ccccc2)cc1 | -8% | 8 | -20% | 1% | -29% | 1% | ? | 25% | -6
CCOc1[nH]n(-c2ccccc2)c(=O)c1C=Nc1ccc(OC)cc1 | -8% | 0 | -8% | 6% | -4% | -1% | -14% | -3% | -20
Cc1cc(C(O)c2ncc(-c3cccc4ccccc34)[nH]2)ccc1F (stereo unspecified) | ? | 4 | / | 2% | -24% | 0% | -14% | / | -14
COC(=O)NC1CCC(NC(=O)OC)CC1 (stereo unspecified) | 9% | 3 | -3% | 0% | 6% | 10% | 16% | 0% | 31
CNC(=O)Cn1ncc2c3ccccc3n(C)c2c1=O | 11% | 1 | 2% | 3% | 0% | 2% | 1% | 0% | 17
CCN(CC(=O)Nc1ccccc1C(F)(F)F)C(=O)CCc1c(C)[nH]c(=O)c(C#N)c1C | -11% | 4 | 4% | 27% | 17% | -5% | 3% | 12% | 11
CN1CCN(C(=O)c2ccc(S(=O)(=O)c3ccc(Br)cc3)cc2)CC1 | -6% | 3 | 0% | -2% | 7% | -14% | 1% | 5% | 6
C[C@@H](NC(=O)c1nc[nH]c1C(=O)NC1CCN(C(=O)OC(C)(C)C)CC1)c1ccccc1 | -11% | -7 | 6% | 16% | -44% | 8% | -8% | 2% | 8
COc1cc(C(=O)NCC(=O)N/N=C(C)\C=C\c2ccccc2)cc(OC)c1OC | -19% | 11 | -8% | -16% | -7% | -13% | -17% | 5% | -22
COc1ccccc1NC(=O)C(C)N(C)Cc1ccc(Cl)s1 (stereo unspecified) | -18% | -6 | ? | -14% | -24% | 0% | 0% | 5% | -2
O=C(NCc1ccccc1F)C(=O)NCC1CCCN1S(=O)(=O)c1cccs1 (stereo unspecified) | 16% | 2 | 2% | -21% | -6% | 5% | 6% | 5% | -4
CCCS(=O)(=O)N1CCCC(C(=O)NCCc2ccc(Cl)cc2)C1 (stereo unspecified) | 14% | -8 | 7% | -29% | -2% | 6% | 7% | 4% | 0
COC(=O)C(C)NC(=S)N1CCN(c2c(F)cc3c(=O)c(C(=O)O)cn(C4CC4)c3c2OC)CC1C (stereo unspecified) | 17% | 3 | -11% | -8% | 3% | 12% | 6% | 0% | 30
OC[C@@H]1CN(Cc2cccnc2)C[C@H](n2cnc3c(N4CCOCC4)ncnc32)O1 | 11% | -3 | / | 12% | -4% | 0% | 22% | / | -4
Cc1ccc(C(=O)NCCc2ccccc2)cc1 | -2% | -3 | ? | 2% | 4% | -7% | 0% | 2% | -8
Cc1c(Cl)cccc1-n1nc(C)c2c(C(=O)NCc3ccccc3)cc(C3CC3)nc21 | / | -3 | / | -2% | -2% | -1% | / | / | /
COC(=O)c1cc(S(=O)(=O)Nc2cccc(S(N)(=O)=O)c2)oc1C | 7% | 9 | 21% | 16% | 7% | ? | 0% | 5% | 5
CSc1nccc(Oc2ccc(C#N)cc2)n1 | 3% | 14 | 1% | 4% | -14% | 17% | 5% | 0% | 8

Next part; the last 2 above are carried over.
SMILES | HT1080NT lethal | DRD3 agonist | SW480 rerep | KB-V1 cytotox | HEK293 tox | KB-3-1 cytotox | HT1080 IDH1KD tx | MCF10A rereplic | IL-1B inflam inh
COC(=O)c1cc(S(=O)(=O)Nc2cccc(S(N)(=O)=O)c2)oc1C | 7% | 9 | 21% | 16% | 7% | ? | 0% | 5% | 5
CSc1nccc(Oc2ccc(C#N)cc2)n1 | 3% | 14 | 1% | 4% | -14% | 17% | 5% | 0% | 8
CC(=O)NC(C)C(=O)OCC(=O)c1ccc(Cl)s1 (stereo unspecified) | 1% | -1 | 1% | 14% | 0% | 1% | 9% | -2% | 12
N#CCCn1cc(C(=O)Nc2ccc([N+](=O)[O-])cc2)c(-c2cc3ccccc3o2)n1 | ? | -4 | -78%[inhibitor] | 7% | -8% | 2% | -17% | ? | -15
COCC(C)n1c(SCC(=O)NC(=O)Cc2ccccc2)nc2ccccc2c1=O (stereo unspecified) | 6% | -8 | -1% | -3% | -5% | -4% | -2% | 2% | 3
COc1cccc(CN(C)C(=O)CCN(c2ccccc2)S(=O)(=O)c2ccc(C)cc2)c1OC | -15% | -5 | -4% | 4% | -11% | 5% | -20% | -6% | -10
Cc1oc2c(c1C(=O)O)C(=O)c1ccccc1C2=O | 3% | 1 | -5% | 27% | 6% | ? | -13% | 15% | 62
Cc1ccc(NC(=O)COC(=O)Cn2cnc3c2c(=O)n(C)c(=O)n3C)cc1 | 20% | 2 | -9% | 0% | 14% | 0% | 19% | -14% | -8
O=C(CSc1nnc(SCc2ccc(Cl)cc2)s1)N/N=C/c1c[nH]c2ccccc12 | ? | 18 | ? | ? | ? | ? | 18µM* | ? | 1
Cc1ccc(N(C)C(=O)c2ccc3c(Cl)c4c(nc3c2)CCC4)cc1C | -27% | 1 | ? | -9% | ? | -13% | ? | ? | -65*
O=C(Cn1c(SCCOc2ccccc2Cl)nc2ccccc21)N1CCOCC1 | / | 4 | / | -12% | 5% | -3% | / | / | /

A few values from the list.
O=C(CSc1nnc(SCc2ccc(Cl)cc2)s1)N/N=C/c1c[nH]c2ccccc12 @ IL-1B inflam inh = 1
Cc1ccc(N(C)C(=O)c2ccc3c(Cl)c4c(nc3c2)CCC4)cc1C @ KB-V1 cytotox = -9%
